Compound activity deposited in PubChem by National Center for Advancing Translational Sciences (NCATS).
LDHA block: qHTS assay for inhibitors of human lactate dehydrogenase; purified LDHA, NADH/diaphorase-resazurin fluorescence; stronger effect = lower value; hit rate 0.15% among 480,000; activity change, % (values are at about 110 or 230 µM); L-lactate dehydrogenase A chain (Homo sapiens), P00338; in the data active = activity change below about -30%; inconclusive = mostly about -25% to -30%;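 also: plate controls were DMSO wells for no effect and wells without enzyme for full effect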
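Human LDH5 at 2 nM final in Tris HCl pH 7.4 with 0.06 mM NADH and 0.2 mM pyruvate, reacted 5 minutes at room temperature. Remaining NADH coupled via diaphorase/resazurin; resorufin fluorescence read at 0 and 20 minutes, normalized to enzyme-free and DMSO wells.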
ERG-DNA inh: qHTS for Small Molecule Inhibitors of the ERG Ets/DNA interaction | Transcriptional regulator ERG (Homo sapiens), P11308 | fluorescence polarization, His-ERG Ets domain / labelled DNA | Potency, µM (top dose mostly 76.9 µM), without a hit: top-dose FP activity, negative = inhibition, usual class: inhibitors | hit rate 0.028% among 370,000; active = well fitted inhibition curve with a large enough effect in the polarisation, with a control signal flat; inconclusive = small, poorly fitted or top-dose-only effect, or effect the other way, or a change in a side signal; inactive = no such curve, though single readings can be large or run the other way; the % refers to the polarisation;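 also: polarization taken with two DNA probes labelled with fluorescein and Texas red; potency is read from the fitted curve at half-maximal effect; % of control where 0% means no effect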
Target sequence (P11308 whole entry, looked up, the tested form may be a part): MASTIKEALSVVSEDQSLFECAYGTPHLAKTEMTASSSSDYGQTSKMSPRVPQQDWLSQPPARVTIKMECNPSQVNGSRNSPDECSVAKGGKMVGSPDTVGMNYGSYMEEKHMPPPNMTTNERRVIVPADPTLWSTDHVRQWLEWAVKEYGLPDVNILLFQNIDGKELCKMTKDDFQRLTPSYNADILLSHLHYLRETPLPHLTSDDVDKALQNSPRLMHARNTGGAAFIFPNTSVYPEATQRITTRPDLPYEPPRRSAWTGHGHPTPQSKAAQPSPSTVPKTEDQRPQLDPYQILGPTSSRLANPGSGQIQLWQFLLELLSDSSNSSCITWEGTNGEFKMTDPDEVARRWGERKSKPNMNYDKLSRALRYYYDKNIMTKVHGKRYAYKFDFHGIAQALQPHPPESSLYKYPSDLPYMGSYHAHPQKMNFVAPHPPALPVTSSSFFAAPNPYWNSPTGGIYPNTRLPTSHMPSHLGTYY
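His-tagged ERG Ets domain (1 uM in the protein solution; 300mM KCl, 50mM Tris-HCl, 1mM EDTA, 1mM DTT, pH 7.5) received compound, then a probe mix of 5 nM fluorescein-DNA and 100nM Texas-615-DNA. Fluorescence polarization was read for both dyes.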
Vif-APOBEC3G blk: qHTS for Inhibitors of Vif-A3G Interactions: qHTS. DNA dC->dU-editing enzyme APOBEC-3G (Homo sapiens), Q9HC16. HeLa A3G-eYFP + Vif (tagged APOBEC3G with the HIV-1 protein that degrades it), YFP fluorescence, overnight. Potency, µM (highest dose often 46.1 µM), for inactives: at the highest dose activity, negative = active, actives largely listed as inhibitors. hit rate 0.076% among 410,000. AID 602310, 2012;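 also: potency is read from the fitted curve at half-maximal effect; % is scaled to controls: 0 for no effect and ±100 for the full control effect; nearly all actives have a fitted effect of over 60% in size; hits raise eYFP signal because A3G escapes Vif-driven loss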
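HeLa cells stably expressing Vif and C-terminally eYFP-tagged A3G, seeded overnight at 37 deg C, then exposed to compound by pintool overnight at 37 deg C. Rise in yellow fluorescence (Ex 488/Em 500-530, Acumen) marks blocked Vif-driven A3G degradation.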
12-LOX inh: Primary qHTS assay for inhibitors of human arachidonate 12S-lipoxygenase (ALOX12): Round 2; Polyunsaturated fatty acid lipoxygenase ALOX12 (Homo sapiens), P18054; purified 12hLO, xylenol orange hydroperoxide absorbance; Potency, µM (series often up to 108 µM), for inactives: at the highest dose activity change, negative = inhibition, most hits filed as inhibitors; hit rate 1.1% among 580,000; also: potency is read from the fitted curve at half-maximal effect; % is scaled to controls: 0 for no effect and ±100 for the full control effect
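Purified human 12hLO (150 nM final) in 25 mM Hepes, 0.01% Triton X-100, pH 7.0 was preincubated 15 min at room temperature with compound. Then 40 uM arachidonic acid was added, 30 min. Hydroperoxide was read by Fe-XO absorbance ratio 573/405 nm.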
D2 antagonist: HTS Assay for Allosteric Antagonists of the Human D2 Dopamine Receptor: Primary Screen for Antagonists; hit rate 2% among 340,000; AID 485344, 2010; D(2) dopamine receptor (Homo sapiens), P14416; HEK293 TREx D2 cells, calcium flux, dopamine EC80; inhibition, % at 10 µM; in the data active = inhibition above about 30%; also: 0% is about no effect
Target sequence (P14416 whole entry, looked up): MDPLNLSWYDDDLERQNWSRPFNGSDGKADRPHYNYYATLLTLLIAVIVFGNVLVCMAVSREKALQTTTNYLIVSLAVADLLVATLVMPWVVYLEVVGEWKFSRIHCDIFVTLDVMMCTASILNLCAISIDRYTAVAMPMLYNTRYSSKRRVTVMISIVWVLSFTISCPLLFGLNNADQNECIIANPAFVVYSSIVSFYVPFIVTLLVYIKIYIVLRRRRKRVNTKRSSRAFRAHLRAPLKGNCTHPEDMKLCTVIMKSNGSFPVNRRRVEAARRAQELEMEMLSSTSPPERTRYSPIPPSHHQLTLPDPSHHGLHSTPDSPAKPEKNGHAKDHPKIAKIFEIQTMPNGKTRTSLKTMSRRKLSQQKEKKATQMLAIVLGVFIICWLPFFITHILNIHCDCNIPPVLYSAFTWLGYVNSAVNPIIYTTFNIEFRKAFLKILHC
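Dopamine at EC80 is the agonist stimulus; test compounds precede it by 180 s. Calcium flux read kinetically in a force-coupled, inducible HEK293 T-REx D2 cell line.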
Vif-APOBEC3F blk: qHTS for Inhibitors of Vif-A3F Interactions: qHTS | HeLa A3F-eYFP + Vif (tagged APOBEC3F with the HIV-1 protein that degrades it), YFP fluorescence increase | Potency, µM (doses to about 46.1 µM), for the others: top-dose activity, negative = active | hit rate 0.2% among 390,000 | AID 602313, 2012; also: potency is read from the fitted curve at half-maximal effect; % of control where 0% means no effect; nearly all actives have a fitted effect of over 65% in size
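Fluorescence increase (Ex 488/Em 500-530) after overnight compound treatment at 37 deg C flags inhibition of Vif-driven A3F-eYFP loss in stable HeLa A3F-eYFP/Vif cells seeded overnight beforehand.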
D2 agonist: HTS Assay for Allosteric Agonists of the Human D2 Dopamine Receptor: Primary Screen for Agonists | activation, % at 2 µM | HEK293 T-REx D2 cells, calcium flux agonist mode | hit rate 0.53% among 340,000;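 active = activation over 3 SD above normal in the single-dose calcium agonist read, cut at about 30% in these data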; also: 0% is about no effect
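Calcium-flux readout, 1 cycle/sec over 180 s following compound pin transfer, in inducible HEK293 Trex D2 cells (force-coupled); dopamine controls included. Positive calcium responses during this window marked compounds as potential agonists.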
RGS4 inh: Inhibitors of Regulator of G Protein Signaling (RGS) 4: qHTS. Regulator of G-protein signaling 4 (Homo sapiens), P49798. Transcreener GDP fluorescence polarization, RGS4-accelerated GTP hydrolysis. Potency, µM (top dose mostly 114 µM), without a hit: at the top dose activity change, negative = inhibition, most hits filed as inhibitors. hit rate 0.039% among 390,000. AID 504845, 2011; also: potency is read from the fitted curve at half-maximal effect; % is scaled to controls: 0 for no effect and ±100 for the full control effect; nearly all actives have a fitted effect of over 75% in size; some results filed as inactive show a strong effect at the top dose
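MLSMR compounds (23 nl, pin-transferred) preincubated 10 min at room temperature with a 500nM (2x) first reagent, then RGS4 at 900nM (2x) plus Transcreener GDP mix added; fluorescence polarization (620/688 nm) read before and after 90 min at 30 °C.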
Glioma ERSR ind: qHTS for Inducers of the Endoplasmic Reticulum Stress Response (ERSR) in Human Glioma: qHTS. U87-MG GRP78 promoter luciferase reporter, 16 h. Potency, µM, inactives show top-dose activation, actives largely listed as activators. hit rate 0.02% among 420,000. AID 602332, 2012; also: potency is read from the fitted curve at half-maximal effect; series mostly up to about 76 µM; % of control where 0% means no effect; nearly all actives have a fitted effect of over 35% in size
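Stably transfected U87-MG glioma cells carrying a GRP78-based luciferase sensor; 16 h compound incubation. Luminescence end-point read 10 min after Bright-Glo addition at room temperature.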
* marks the source's active call; other numbers are inactive results; ? = inconclusive; / = no result given; & = joins results of further samples; [ ] = remark or other dose. Unless noted, calls follow the shape of the dose curve; as a rule, active = well fitted curve in the direction sought with a large enough effect; inconclusive = small, poorly fitted or top-dose-only effect, or another doubt; inactive = no such curve, though single readings can be large; an effect the other way counts as inactive or inconclusive. The list is partial; count on the stated rates, not on these rows.

Molecule	LDHA block	ERG-DNA inh	Vif-APOBEC3G blk	12-LOX inh	D2 antagonist	Vif-APOBEC3F blk	D2 agonist	RGS4 inh	Glioma ERSR ind
CCOc1cc(C2C(C(=O)Nc3ccccc3)=C(C)Nc3ncnn32)cc(Br)c1O (stereo not given)	3	0%	-7%	?	/	-1%	0.2	-24%	-3%
Cc1ccccc1C(OCC(O)CN1CCC(C(N)=O)CC1)c1ccccc1 (stereo not given)	-13	1%	3%	?	0	4%	-2.0	1%	-5%
COc1cc(NC(=O)CN2C(=O)COc3ccc(S(=O)(=O)N4CCCC4)cc32)cc(OC)c1	1	0%	-4%	0%	-26	-13%	0.9	9%	1%
Cc1nn(-c2ccccc2)c(Cl)c1C(=O)NCC(C)c1ccccc1 (stereo not given)	7	-8%	-1%	-9%	-5	0%	-2.6	2%	5%
COc1ccc(Br)cc1C(=O)Nc1cccc(-c2nnc(-c3ccco3)o2)c1	0	/	0%	?	/	-11%	/	-48%	-2%
Cc1ccc(N2C(=O)[C@@H]3[C@H](C2=O)[C@H]2C=CC=NN2[C@@H]3C(=O)Nc2ccccc2)cc1	3	0%	-5%	?	-7	12%	-0.3	?	0%
CN1CCN(C(=O)c2cnn(-c3cccc(Cl)c3)c2C2CCN(C(=O)OC(C)(C)C)CC2)CC1	-4	-4%	4%	3%	/	5%	1.5	-18%	-1%
COc1ccc(CCNC(=O)CSc2nnc3ccc(-c4ccncc4)nn23)cc1	0	-3%	2%	-6%	21	-2%	3.8	19%[11.4 µM]	-1%
CCN(c1ccccc1)c1nc(C#N)nc(N(CC)c2ccccc2)n1	0&-3	-7%	-4%&2%	6%	8	-4%	0.0	13%	0%&-7%
Cc1ccc(CN2CCCN(Cc3ccc(F)cc3Cl)S2(=O)=O)cc1	-3	-6%	-2%	5%	-38	-7%	-1.2	-3%	-3%
Cc1nnc(SCCCOc2ccccc2)nc1C	-10	-6%	2%	-4%	/	3%	/	-9%	1%
Cc1ccc(S(=O)(=O)Oc2ccc(/C=N/NC(=O)c3nn(C)cc3[N+](=O)[O-])cc2)cc1	-2	8%	-20%	-1%	9	5%	1.0	6%	-4%
O=c1oc2ccccc2c(O)c1/C=N/c1ncccn1	-5	/	2%	?	10	1%	0.2	1%	-1%
CCc1ccc(NC2CC(=O)N(CCc3ccc(OC)c(OC)c3)C2=O)cc1 (stereo not given)	-2	-4%	-1%	7%	20	1%	0.3	?	-1%
C/C(=N\NC(=S)NC1CCCCC1)c1cccs1	-2	-1%	0%	?	-6	?	-1.3	-15%	-1%
Cn1c(=O)c2c(SC3CCCC3)nc(C3CC3)nc2n(C)c1=O	-5	-5%	0%	15%	0	1%	-1.6	-10%	-5%
COc1ccc(-c2cn3c(n2)sc2cc(C(=O)NC4CCCCC4)ccc23)cc1	-7	-3%	-4%	?	/	6%	-0.3	-2%	-3%
CCOC(=O)c1c(C)[nH]c(C(=O)NCCN2CCOCC2)c1C	-5	-2%	0%	?	16	0%	-0.1	15%	0%
NNC(=O)c1csc(-c2ncc(C(F)(F)F)cc2Cl)n1	-3	13%	1%	165%[activator]	-1	0%	0.2	-2%	-2%
CNC(=S)N(CCc1c(C)[nH]c2ccc(OC)cc12)Cc1cccnc1	-3	-15%	0%	-4%	24	9%	-0.2	-14%	-5%
Cc1ccc[n+](CC(=O)Nc2ccc(Cl)c([N+](=O)[O-])c2)c1	-8	19%	2%	13%	-3	4%	0.3	11%	-5%
Cc1ccc(C(C)(c2ccc(N)cc2)c2ccc(N)cc2)cc1	-4	-1%	-11%	0%	/	?	/	0%	-2%
CN(Cc1ccccc1)C(=O)CN(C)S(=O)(=O)c1ccc(F)cc1	-5	2%	2%	0%	10	3%	-0.3	4%	7%
Cc1ccc(CNC(=O)c2ccc(N3CCCC3)c(NC(=O)Nc3ccc(C)cc3)c2)cc1	-3	0%	1%	2%	/	-6%	-0.3	13%	1%
O=C(COc1ccc(F)cc1)NCC(c1ccc(Cl)cc1)N1CCCCC1 (stereo not given)	-2	2%	0%	3%	/	-17%	-2.2	25%	-4%
CC1CCc2ccccc2N1C(N)=Nc1ccccc1 (stereo not given)	2	-5%	-1%	-7%	1	0%	1.0	-20%	-7%
CCCCN(C)CCNC(=O)C1CCCN(S(=O)(=O)c2ccc3c(c2)oc(=O)n3C)C1 (stereo not given)	0	1%	-2%	-8%	/	-3%	0.8	9%	-1%
CCCNC(=O)C(Cc1cccc(Br)c1)NC(=O)c1ccc(C#N)cc1 (stereo not given)	4	5%	2%	20%	/	-2%	/	-17%	-2%
O=C(c1ccncc1)N1CCN(C2CCC(c3ccccc3)CC2)CC1 (stereo not given)	-32*	-8%	1%	27%	-18	18%	0.1	40%	-4%
COc1ccc2c(CNCc3ccco3)c(C(=O)O)n(Cc3ccc(F)cc3Cl)c2c1	3	3%	3%	-3%	/	4%	0.3	-14%	-3%
Fc1ccc(F)c(NC(=S)NCCc2ccccc2)c1	0	17%	3%	-29%	8	2%	1.1	-24%	1%
O=C(COC(=O)c1ccc[nH]c1=O)NC1CCCCCC1	2	6%	-1%	-11%	-16	-9%	-2.8	19%	-5%
CCOC(=O)C1C(=O)C=C(/C=C/c2ccc(N(C)C)cc2)CC1c1ccccc1 (stereo not given)	2	127%[activator]	?	-7%	33*	2.8µM*	52*	0%	2%
O=C1CCC(C(=O)NCCN2C(=O)S/C(=C\c3cccnc3)C2=O)=NN1	4	-2%	-2%	-18%	8	-33%	1.1	-29%	-2%
CN1CCN(C(=O)CSc2nc3c(c(=O)n(C)c(=O)n3C)n2C)CC1	0	1%	0%	-14%	-12	1%	3.2	-5%	-3%
Cc1ccc(-c2nnc(C)c(N3CCCC3)n2)cc1	-3	6%	-1%	-4%	6	2%	-0.4	-19%	-2%
Cn1cc(C=O)c2ccccc21	-4	-11%	-1%	-3%	5	-9%	0.3	-14%	-2%
O=C(CCN1C(=O)c2ccccc2C1=O)C1=NN[C@@H]2C(=O)N(c3ccc(F)cc3)C(=O)[C@H]12	-8	13%	2%	-18%	-17	-25%	-1.6	17%	-3%
CCOC(=O)c1sc(-c2ccccc2)cc1NC(=O)Nc1ccccc1	1	3%	-10%	-3%	6	-1%	4.1	-24%	-3%
O=C1C2CC=CCC2C(=O)N1CC1CCCO1 (stereo not given)	-6	5%	0%	-6%	-7	-11%	-0.1	-45%[56.9 µM]	-2%
CN(Cc1ccccc1)C(=O)C1CCN(S(=O)(=O)Cc2ccccc2)CC1	-13	-4%	1%	-20%	/	-12%	1.0	13%	-2%
O=C(O)C1CCCN(S(=O)(=O)c2ccc(Br)s2)C1 (stereo not given)	-9	-8%	0%	3%	-3	9%	0.2	1%	-4%
COc1ccc(C(=O)COC(=O)c2ccc(NC(C)=O)cc2)cc1[N+](=O)[O-]	-11	2%	-8%	-26%	3	-17%	0.4	33%	-7%
Cc1nc2ccc(NS(=O)(=O)c3ccc(C)c(C)c3)cc2s1	5&4	-9%	3%	-28%&0%	1	-1%	-0.6	-31%	-3%
CCc1ccc2nc(NC(=O)C3CCN(c4ncnc5sc(C)c(C)c45)CC3)sc2c1	0	4%	0%	?	/	-2%	/	-13%	3%
CC(=O)CCS(=O)(=O)c1ccc(C)c(C)c1	-5	6%	-3%	0%	17	-7%	-0.8	6%	-18%
Cc1cc(O)c(CN2CCN(c3ccccc3)CC2)c2oc(=O)cc(C)c12	-9	-4%	/	-7%	/	/	/	14%	/
CCN(CC)S(=O)(=O)c1ccc(N/N=C(\C)c2ccncc2)nc1	-11	-3%	0%	-38%	-4	?	-0.4	44%	0%
Cn1c(=N)n(CC(=O)c2ccccc2)c2ccccc21	-11	-15%	0%	0%	4	13%	-0.2	-16%	-14%
CCOC(=O)CSc1ncnc2c1cnn2-c1ccc(Cl)cc1	-7	-5%	-1%	156%[activator]	4	/	0.1	8%	-5%
Cc1cccc(OCCCCCNCCO)c1	-3	/	-2%	18%	-3	-4%	1.4	0%	-3%
COc1ccc(OC)c(CNc2nc3ccccc3n2CCN2CCCCC2)c1	-6	3%	1%	-20%	34*	-8%	-0.3	25%	-2%
COc1ccc(S(=O)(=O)NC2CCCC2)cc1NC(C)=O	-1	-7%	-1%	0%	0	2%	0.8	15%	-4%
C[C@@H](CO)NC(=O)c1nc[nH]c1C(=O)N[C@H](C)c1ccccc1	-9	/	-6%	?	/	-1%	/	/	-3%
